# D1 potentiator = Potentiators of Human D1 Dopamine Receptor: qHTS; D(1A) dopamine receptor (Homo sapiens), P21728; HEK293 TREx D1 cells, calcium flux, dopamine EC20 potentiation; potentiation, % at 10 µM; hit rate 0.036% among 360,000; AID 504651, 2011; in the data active = potentiation above about 30%; note: 0% is about no effect
# Target sequence (P21728 whole entry, looked up): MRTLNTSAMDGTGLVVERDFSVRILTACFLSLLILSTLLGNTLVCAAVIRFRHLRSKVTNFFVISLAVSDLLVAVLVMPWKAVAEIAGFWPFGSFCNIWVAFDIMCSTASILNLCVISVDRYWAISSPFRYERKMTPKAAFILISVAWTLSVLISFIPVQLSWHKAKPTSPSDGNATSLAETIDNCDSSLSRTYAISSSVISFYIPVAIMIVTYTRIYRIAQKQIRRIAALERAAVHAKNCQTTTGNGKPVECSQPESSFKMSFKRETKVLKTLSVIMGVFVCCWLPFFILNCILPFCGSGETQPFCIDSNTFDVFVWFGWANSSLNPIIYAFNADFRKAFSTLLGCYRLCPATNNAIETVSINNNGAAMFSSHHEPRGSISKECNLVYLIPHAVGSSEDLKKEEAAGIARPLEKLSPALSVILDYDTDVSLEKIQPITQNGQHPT
# D2 ag = HTS Assay for Allosteric Agonists of the Human D2 Dopamine Receptor: Primary Screen for Agonists; D(2) dopamine receptor (Homo sapiens), P14416; HEK293 T-REx D2 cells, calcium flux agonist mode; activation, % at 2 µM; hit rate 0.53% among 340,000;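 active = activation over 3 SD above normal in the single-dose calcium agonist read, cut at about 30% in these data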; note: 0% is about no effect
# Target sequence (P14416 whole entry, looked up): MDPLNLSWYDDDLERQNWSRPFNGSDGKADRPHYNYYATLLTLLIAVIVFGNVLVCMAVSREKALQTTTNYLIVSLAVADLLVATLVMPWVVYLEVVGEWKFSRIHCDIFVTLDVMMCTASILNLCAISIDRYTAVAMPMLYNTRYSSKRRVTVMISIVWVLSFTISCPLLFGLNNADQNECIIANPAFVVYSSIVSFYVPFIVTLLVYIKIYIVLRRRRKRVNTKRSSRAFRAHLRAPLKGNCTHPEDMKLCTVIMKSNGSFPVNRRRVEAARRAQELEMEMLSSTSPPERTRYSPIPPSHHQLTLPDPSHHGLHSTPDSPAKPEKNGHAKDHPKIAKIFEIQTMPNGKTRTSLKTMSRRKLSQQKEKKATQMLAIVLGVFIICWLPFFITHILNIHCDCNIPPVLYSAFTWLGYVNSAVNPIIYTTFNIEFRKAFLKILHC
#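 Agonism scored from kinetic calcium signal (1 read/sec, 180 s) following compound pin transfer, after a 10 s baseline. Cells: HEK293 Trex line expressing inducible D2 receptor coupled to calcium, dye-loaded after overnight culture at 30 C.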
# D2 PAM = HTS Assay for Positive Allosteric Modulators of the Human D2 Dopamine Receptor: Primary Screen for Potentiators | D(2) dopamine receptor (Homo sapiens), P14416 | HEK293 T-REx D2, calcium flux, EC20 dopamine potentiation | potentiation, % at 10 µM | hit rate 0.34% among 340,000;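 active = potentiation over 3 SD above the plate norm, cut at about 30% in these data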; note: 0% is about no effect
#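 Tetracycline-induced HEK293 T-REx cells force-coupled to calcium signalling expressed D2; compounds were pin-added after a 10 s baseline, read kinetically 180 s, then an EC20 dopamine challenge followed with a further 180 s calcium read.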
# TRHR enhancer = qHTS for Small Molecule Agonists and Allosteric Enhancers of Human TRH Receptor: Primary Screen for Enhancers; hit rate 0.66% among 360,000; enhancement, % at 2 µM; AID 493056, 2011; TRHR cells, fluo-8 calcium fluorescence, EC20 TRH enhancement; in the data active = enhancement above about 30%; note: 0% is about no effect
#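 Enhancer read-out: after compound pinning and an initial kinetic agonist-mode read, an EC20 of TRH (10 nM final) was injected and fluo-8 calcium signal (Ex 480/Em 530) followed at 1 s/cycle for 100 cycles in TRHR-expressing cells.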
# D1 agonist = Allosteric Agonists of the Human D1 Dopamine Receptor: qHTS; D(1A) dopamine receptor (Homo sapiens), P21728; HEK293 T-REx D1 cells, calcium flux, agonist mode; activation, % at 2 µM; hit rate 1% among 360,000; note: 0% is about no effect
#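 Tetracycline-induced HEK293 TREx D1 cells, force-coupled to calcium signalling, were dye-loaded with a no-wash calcium kit. Compound was pin-added after a 10 s baseline. Fluorescence was read kinetically at 1 cycle/s for 180 s, with calcium rises flagged as agonism.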
# D2 antagonist = HTS Assay for Allosteric Antagonists of the Human D2 Dopamine Receptor: Primary Screen for Antagonists. D(2) dopamine receptor (Homo sapiens), P14416. HEK293 TREx D2 cells, calcium flux, dopamine EC80. inhibition, % at 10 µM. hit rate 2% among 340,000. AID 485344, 2010; in the data active = inhibition above about 30%; note: 0% is about no effect
#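 Read-out: kinetic calcium fluorescence (1 cycle/s) in inducible HEK293 T-REx D2 cells after an EC80 dopamine addition that followed 180 s compound preincubation. Loss of the dopamine response indicates antagonism.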
# D1 antag = Antagonist of Human D 1 Dopamine Receptor: qHTS | D(1A) dopamine receptor (Homo sapiens), P21728 | HEK293 TREx D1 cells, calcium flux, dopamine EC80; hits give low values | activity change, negative = inhibition, % at 10 µM | hit rate 3.2% among 360,000 | AID 504652, 2011; in the data active = activity change below about -30%; note: % is set by controls: 0 for no effect and ±100 for the full control effect
#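 Kinetic fluorescence of a calcium dye serves as the read-out. D1-expressing Hek293 Trex cells, induced overnight at 30 C, are exposed to compound for 180 s before an EC80 dopamine addition, then read 180 s further.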
# RXFP1 antag = qHTS Assay for Antagonists of the Relaxin Receptor RXFP1; Relaxin receptor 1 (Homo sapiens), Q9HBX9; HEK293-RXFP1, relaxin-stimulated cAMP HTRF, 30 min; hits give low values; activity change, negative = inhibition, % at 57.5 µM; hit rate 0.59% among 350,000;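 active = activity change of -60% or lower, but not beyond a set lower limit; inconclusive = change between -60% and -40%, or beyond the set limit; inactive = change above -40%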; note: % is set by controls: 0 for no effect and ±100 for the full control effect
# TRHR ag = qHTS for Small Molecule Agonists and Allosteric Enhancers of Human TRH Receptor: Primary Screen for Agonists. Thyrotropin-releasing hormone receptor (Homo sapiens), P34981. activation, % at 2 µM. TRHR cells, calcium flux fluo-8, FDSS agonist mode. AID 493084, 2011. hit rate 0.18% among 360,000; note: 0% is about no effect
#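 In this calcium-flux screen, cells bearing human TRHR are dye-loaded with fluo-8, baselined for 10 cycles, then exposed to library compounds; positive kinetic calcium responses during the agonist phase mark hits, with TRH as control.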
# Numbers without * were called inactive; u = inconclusive; x = not tested or not shown. Cut-off read from the data, not from the text of the source, unless noted: active = activation above about 30%; inactive = the rest.
SMILES,D1 potentiator,D2 ag,D2 PAM,TRHR enhancer,D1 agonist,D2 antagonist,D1 antag,RXFP1 antag,TRHR ag
Cc1ccc(-n2c([S-])c(C(=O)NC(C)c3ccccc3)[n+]3ccccc23)cc1 (stereo not drawn),-1,1.5,10,3,1,5,3,5,-0.3
O=C(CCC(=O)OCCCC(F)(F)C(F)(F)F)Nc1ccc(Cl)cc1Cl,-3,0.4,12,5,6,-11,-3,-13,0.0
CCOc1ccc2[nH]c(=O)c(CN(Cc3ccc(F)cc3)C(=O)N3CCCC3)cc2c1,-6,-0.8,-6,8,2,-16,0,-3,0.1
C/C(=N/NC(=O)c1ccc(NC(=O)c2ccc(F)cc2)cc1)c1ccccc1,-11,0.0,0,-2,1,15,-8,-14,-0.4
Cc1cccc(CSCCNC(=O)CN2C(=O)c3ccccc3S2(=O)=O)c1,-6,0.6,6,19,0,-32,3,-3,-0.7
CCC(=O)Nc1cccc(C(=O)N(Cc2ccccc2)Cc2ccccc2)c1,-6,1.2,-9,-10,2,9,-1,7,0.6
CN(Cc1nc(Cc2cccc(F)c2)no1)CC1CCOCC1,10,-0.4,1,22,4,-2,0,-17,0.1
O=C(Nc1cccc2nsnc12)c1cccnc1Cl,-4,-0.7,8,2,2,-2,4,-18,0.3
Cc1cc([N+](=O)[O-])ccc1Nc1nc2ccccc2n2cnnc12,-12,0.4,1,13,2,-9,-10,-1,0.1
CCOC(=O)C1CCN(C(=O)Cn2nc(CC)n3c(cc4sccc43)c2=O)CC1,-4,x,-5,30*,1,x,-1,-1,-0.4

# Reformatted: results already given.
structure: O=C(Nc1cccc2nsnc12)c1cccnc1Cl
  D1 potentiator = -4; D2 ag = -0.7; D2 PAM = 8; TRHR enhancer = 2; D1 agonist = 2; D2 antagonist = -2; D1 antag = 4; RXFP1 antag = -18; TRHR ag = 0.3
structure: Cc1cc([N+](=O)[O-])ccc1Nc1nc2ccccc2n2cnnc12
  D1 potentiator = -12; D2 ag = 0.4; D2 PAM = 1; TRHR enhancer = 13; D1 agonist = 2; D2 antagonist = -9; D1 antag = -10; RXFP1 antag = -1; TRHR ag = 0.1
structure: CCOC(=O)C1CCN(C(=O)Cn2nc(CC)n3c(cc4sccc43)c2=O)CC1
  D1 potentiator = -4; D2 ag = x; D2 PAM = -5; TRHR enhancer = 30*; D1 agonist = 1; D2 antagonist = x; D1 antag = -1; RXFP1 antag = -1; TRHR ag = -0.4

# Remaining list, next part.
SMILES,D1 potentiator,D2 ag,D2 PAM,TRHR enhancer,D1 agonist,D2 antagonist,D1 antag,RXFP1 antag,TRHR ag
O=S(=O)(NCCc1csc2nc(-c3ccc(Cl)cc3)nn12)c1ccc2c(c1)OCCO2,-2,2.2,-11,3,13,x,x,-5,0.6
CCOC(=O)CN1C(=O)C(O)=C(C(C)=O)C1c1ccc([N+](=O)[O-])cc1 (stereo not drawn),6,1.2,0,7,1,-2,-25,-3,0.3
CC(=O)Nc1ccc(NC(=O)CSc2nc3ccccc3nc2N2CCOCC2)cc1,2,0.6,-4,7,-2,x,8,x,-0.2
Nc1cccc(-c2nc3cc(S(=O)(=O)c4ccc5oc(-c6cccc(N)c6)nc5c4)ccc3o2)c1,-5,0.2,8,15,1,-13,-6,17,0.1
CCn1c(CNC(=O)c2ccccc2OC)nnc1SCC(=O)c1ccc(F)cc1,-8,-1.2,-15,7,1,-3,-2,-2,-0.6
COCC(=O)Nc1nc2n(n1)C(c1ccccc1Cl)CC(c1ccc(OC)cc1)N2 (stereo not drawn),-5,-1.0,-6,2,1,-5,-29,-20,-2.0
Nn1c(C2CCCCC2)nc2ccccc2c1=O,-1,1.2,3,-1,1,4,-9,5,1.0
Cc1ccc(Nc2cc(C)nc(-c3ccccc3)n2)cc1,-3,-0.1,5,3,2,-25,1,-6,0.1
CN(C)S(=O)(=O)c1ccc(C(=O)NCCOc2ccc(F)cc2)cc1,-3,-0.1,4,-3,13,11,x,-6,-0.1
CC1(C)Cc2c(C#N)c(SCCOc3ccccc3)nc(N3CCOCC3)c2CO1,-3,1.0,10,9,2,4,-13,13,1.4
Cc1ccc(CSc2nnc(-c3ccncc3)o2)c(C)c1,1,-0.5,x,2,5,17,2,-37,0.6
Cc1c(-c2ccccc2)oc2c(C(=O)OCC(=O)Nc3ccc(F)cc3)cccc2c1=O,-3,-1.6,-4,-1,0,-7,-6,0,-0.7
Brc1ccc(C2=Nc3cccc4cccc(c34)N2)o1,4,1.1,4,-3,-1,-10,0,-6,-0.1
CCCN1C(=O)/C(=N\OCC(=O)Nc2ccc(C(C)C)cc2)c2ccccc21,-3,-2.0,-10,-2,-2,13,3,-14,0.2
Cc1ccc(S(=O)(=O)N(C)C)cc1NC(=O)CN1C(=O)NC(Cc2ccccc2)C1=O (stereo not drawn),2,-1.3,-22,-4,0,-12,-15,-6,0.0
Cc1cc(C)c2sc(N(CCN(C)C)C(=O)c3cc(Cl)sc3Cl)nc2c1,-4,0.3,-6,-1,4,8,-1,u,0.1
CCOC(=O)c1ccc(N2C(=O)CC(C)(CC)CC2=O)cc1,-4,-0.5,3,4,4,-4,-29,4,-0.4
CNC(=O)NC(=O)C(c1ccccc1)N(C)CC1COc2ccccc2O1 (stereo not drawn),1,-0.7,-12,-5,-1,-4,14,-6,-0.2
O=c1[nH]c(=O)n(C2CCCCC2)c(O)c1C1=Nc2ccccc2SC(c2ccccc2)C1 (stereo not drawn),1,-1.6,8,1,0,x,11,-3,-0.4
CN1CCN(C(=O)c2ccc(CSc3ccc(Cl)cc3)cc2)CC1,-9,-0.1,-15,-6,18,-6,-30*,x,0.5
Cc1ccc(S(=O)(=O)N2CCC(C(=O)NCCC3=CCCCC3)CC2)cc1C,-9,0.0,-4,-5,4,-7,-3,-3,0.4
CC(=O)c1cnn(-c2cc(Oc3ccc(F)cc3)ncn2)c1C,-11,-0.4,14,-10,1,-6,-22,-17,-0.1
O=C(O)c1ccc(Nc2nc(-c3ccccc3)nc3ccccc23)cc1,-6,-1.3,2,-3,0,8,-3,14,0.4
COc1cccc(N2CCN(C(=O)NC3CCCCC3)CC2)c1,-7,-1.4,-2,-2,0,13,23,0,0.0
CCC(=O)Oc1c(Sc2ccc(Cl)cc2)c(C)nn1-c1ccccc1,1,-1.7,-17,-4,-1,x,6,9,0.0
COc1cc(CCC(=O)OCC(=O)Nc2ccc(Br)cc2F)cc(OC)c1OC,x,0.6,-3,-9,9,12,-5,-17,-0.5
O=C(Nc1ccc2c(c1)nc1n2CCSC1)c1ccco1,3,-0.1,7,3,4,-4,-17,-12,-1.0
COc1ccc(C2N(C(C)=O)CCCN2S(=O)(=O)c2ccc(C)cc2)cc1 (stereo not drawn),-7,x,x,-1,0,x,1,5,0.2
O=C(N/N=C/c1ccco1)c1csc2c1CCCC2,8,-0.9,-9,-1,1,-5,9,-11,-1.1
O=C(Nc1ccccc1C(=O)NCc1cccnc1)c1ccco1,3,0.7,4,11,1,-6,14,3,0.5
CC(NC(=O)COc1cc(=O)n(C)c2ccccc12)c1ccc2c(c1)OCCO2 (stereo not drawn),-2,-0.1,-3,11,0,-8,-17,-9,-0.6
COc1ccc(CNc2nc(NCc3ccc(OC)cc3)n(S(C)(=O)=O)n2)cc1,-5,-0.2,6,1,0,-11,-9,-9,-1.0
CCOC(=O)CNC(=O)Cn1cnc2sc(C)c(S(=O)(=O)N3CCC(C)CC3)c2c1=O,-6,-0.8,21,2,-2,-2,15,9,0.4
COC(=O)c1ccc(C(C(=O)NC2CCCCC2)N(Cc2ccc(F)cc2)C(=O)Cc2cccs2)cc1 (stereo not drawn),1,-1.0,7,-2,22,6,12,4,-1.7
COc1ccc(/C=C2\SC(=N)N(c3ccc(F)cc3)C2=O)cc1,-2,0.5,-2,-2,1,0,-7,-15,0.3
CCCCN(CCCC)Cc1ccc(C(=O)NN)o1,-4,0.3,-9,-4,1,-12,10,0,0.2
CC[N+]1(C)CCC(=C2c3ccccc3CC(=O)c3sccc32)CC1 (stereo not drawn),5,-0.1,-4,-1,0,4,-5,6,-0.1
CCOC(=O)/C=C1\CC(=O)Nc2nonc2N1,-3,0.6,3,-2,2,0,4,12,1.2
O=C(CCCc1ccccc1)NC12CC3CC(CC(C3)C1)C2,-9,0.8,8,10,0,-10,-1,-9,0.5
Cc1cccc2cc(/C=N/NC(=O)[C@H]3C[C@@H]3c3ccccc3)c(Cl)nc12,-8,1.9,-17,0,2,-10,-9,-7,0.5
Oc1ccccc1/C=N/Nc1ccnc(SCc2ccccc2)n1,-6,x,5,-6,9,x,2,-32,0.9
COc1ccc(Cl)cc1NC(=S)NC1CCCC1,-1,0.3,-13,0,1,-9,-4,-6,-0.1
Brc1cc2c(cc1Br)OCCOCCOCCOCCO2,0,0.7,15,-1,5,0,5,-32,0.1
Cc1ccccc1NC(=O)c1ccc2c(c1)OCCO2,1,-0.3,-1,-2,-2,13,-17,-9,0.0
Cc1ccc(-c2nn(-c3ccccc3)cc2CO)o1,4,0.9,-4,1,-1,6,-12,-5,0.0
Cc1ccsc1C1C(C#N)=C(N)Oc2n[nH]c(C)c21 (stereo not drawn),-3,1.4,4,-4,2,-12,-12,-5,0.3
CCOc1cc(C(=O)NCC(c2ccc(N(C)C)cc2)N2CCOCC2)cc(OCC)c1OCC (stereo not drawn),1,-1.9,x,-1,-2,x,-1,-19,-0.4
O=C(Nc1ccc(F)cc1)C1CCCN(S(=O)(=O)c2cccc3cccnc23)C1 (stereo not drawn),-2,0.6,2,6,-1,-1,-11,-28,-1.1
Cc1cc(NC(=O)CSCC(=O)Nc2ccccc2OC(F)F)no1,0,0.2,-3,2,1,-3,3,6,-0.2
CC(C)(C)C(=O)Nc1nnc(SCc2cccc(F)c2)s1,7,-0.3,7,0,8,3,2,1,1.5
COc1ccc(C(=O)c2c[nH]c(C(=O)N=CN(C)C)c2)cc1,8,-0.3,-3,7,-3,-4,21,-4,-0.8
CC(Sc1nc2ncc(Cl)cc2[nH]1)C(=O)NC1(C#N)CCCCC1 (stereo not drawn),-7,x,x,-2,1,x,-18,7,-0.4
COc1cccc(OCCSc2nc(N)cc(N)n2)c1,-1,-1.1,0,2,2,15,3,2,0.9

# Assay outcomes from PubChem.

# Random draw from the library; about 7.3% have a hit in one of these screens.
